E-sel inducer: E-selectin induction on HUVECs | P16581 | HUVEC E-selectin immunofluorescence imaging; normalized: neutral wells 0, TNF-alpha wells 100 | activation, % at 7.58 µM | actives 0.37% (n = 260,000);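 active means mean E-selectin-positive cell signal at least 10% of the positive control, reached in at least 60% of replicates, without over 20% cell loss; inconclusive means no rule given, readout overlaps actives, possibly toxicity-flagged; inactive means the rest, including those meeting only one limit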;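 further: in these data hits start at about 27%; measured in HUVEC primary endothelial cells; signal is the percent of cells scored E-selectin positive by PE staining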
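Assay system: HUVEC primary endothelial cells. Input: 3,000 HUVEC seeded per well. Doses: one compound dose added by pin transfer. Read-out basis: % PE-positive cells. Benchmarks: TNF-alpha high, DMSO low. Detection: immunofluorescence imaging. Buffer or medium: EGM-2, gelatin.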
DENV2 CPE rescue: inhibitors of DENV2 cytopathic effect; DENV2-infected cells, cytopathic effect rescue, plate reader; CPE inhibition, % at 9.99 µM; actives 1.7% (n = 350,000); AID 651640; in the data active means CPE inhibition above about 20%, passing the limit was not always enough; inconclusive means no clear call, values can overlap the other calls; tested in BHK-21 cells;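 further: 0% = median of neutral control wells and 100% = median of positive control wells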
PglD DTNB: inhibitors of Campylobacter jejuni PglD acetyltransferase. purified PglD enzyme, DTNB colorimetric CoA detection. inhibition, % at 12.5 µM. actives 0.098% (n = 360,000). AID 602405; in the data active means inhibition above about 16%, passing the limit was not always enough; inconclusive means no clear call, values can overlap the other calls; further: strong numbers were not always called active
S100A4 MyoIIA: S100A4-myosin IIA interaction inhibition | P26447 | S100A4/TAMRA-MyoIIA peptide fluorescence polarization | inhibition, % at 10.7 µM | actives 0.14% (n = 360,000) | AID 652163;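 active means mean inhibition of at least 70% across replicates, with every replicate also reaching that level; inconclusive means mean inhibition reaches 70% but some replicates fall short; inactive means mean inhibition below 70%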
Target sequence (P26447 whole entry, looked up): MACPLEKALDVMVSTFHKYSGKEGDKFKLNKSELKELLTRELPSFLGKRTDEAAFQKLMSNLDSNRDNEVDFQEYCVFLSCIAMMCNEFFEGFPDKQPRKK
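Material: S100A4 monomer protein / Buffer or medium: 50 mM HEPES pH 7.2, 10 mM CaCl2, 100 mM KCl / Times: 5 min incubation before reading / Benchmarks: neutral control DMSO, positive control TFP / Reagent: labelled myosin peptide probe, 5 nM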
ERp5 inh: inhibitors of human ERp5; ERp5 insulin aggregation, absorbance 650 nm, 90 min; inhibition, % at 9.99 µM; actives 0.05% (n = 350,000); AID 651711;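 active means mean replicate inhibition above about 25%, with every replicate also reaching it, limit read from the data, passing the limit was not always enough; inconclusive means only one of those two criteria met; inactive means neither criterion met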
Target sequence (Q15084 whole entry, looked up): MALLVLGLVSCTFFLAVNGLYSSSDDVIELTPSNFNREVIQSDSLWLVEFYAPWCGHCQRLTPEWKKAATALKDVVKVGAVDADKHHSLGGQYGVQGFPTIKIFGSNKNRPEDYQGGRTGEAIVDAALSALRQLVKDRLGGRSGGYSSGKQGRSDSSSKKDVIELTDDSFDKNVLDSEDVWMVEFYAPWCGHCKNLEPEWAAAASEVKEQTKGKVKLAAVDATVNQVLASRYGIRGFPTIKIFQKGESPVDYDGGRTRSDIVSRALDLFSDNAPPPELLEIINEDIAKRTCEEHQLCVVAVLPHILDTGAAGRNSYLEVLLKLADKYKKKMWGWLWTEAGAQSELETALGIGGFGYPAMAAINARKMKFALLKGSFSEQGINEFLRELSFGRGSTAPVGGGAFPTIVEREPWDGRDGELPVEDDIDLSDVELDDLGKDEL
SIRT5 block: inhibitors of human sirtuin-5 desuccinylase; Purified SirT5, succinyl-peptide AMC, trypsin-coupled fluorescence; inhibition, % at 15 µM; actives 1.1% (n = 330,000); AID 652115; in the data active means inhibition above about 15%; inconclusive means no clear call, values can overlap the other calls
Target sequence (Q9NXA8 whole entry, looked up): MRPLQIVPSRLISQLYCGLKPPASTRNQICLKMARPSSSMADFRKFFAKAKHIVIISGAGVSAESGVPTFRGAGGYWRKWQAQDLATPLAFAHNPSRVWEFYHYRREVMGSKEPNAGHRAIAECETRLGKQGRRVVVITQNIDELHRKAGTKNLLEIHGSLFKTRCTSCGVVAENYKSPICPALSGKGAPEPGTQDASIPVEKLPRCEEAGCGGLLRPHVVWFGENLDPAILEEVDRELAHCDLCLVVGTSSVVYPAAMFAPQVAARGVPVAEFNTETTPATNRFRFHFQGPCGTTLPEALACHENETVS
C2C12 statin: suppressors of simvastatin-induced myotoxicity in C2C12 myotubes. ATP luminescence, 48 h; scaled: DMSO 0, geranylgeraniol control 100. rescue of ATP level, % at 7.49 µM. actives 0.78% (n = 330,000). AID 602340;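 active means mean ATP rescue above about 67%, or every replicate alone reaching that limit, limit read from the data, passing the limit was not always enough; inconclusive means no clear call, values can overlap the other calls; inactive means mean under the limit and some replicate under it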;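 further: myotubes were challenged with 10 µM simvastatin during compound exposure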
Numbers without * were called inactive; ? = inconclusive; / = no result given; & = joins results of further samples. Not all compounds are listed (hit frequency here may not be typical).

The first 3 compounds, ahead of the listing:
SMILES | E-sel inducer | DENV2 CPE rescue | PglD DTNB | S100A4 MyoIIA | ERp5 inh | SIRT5 block | C2C12 statin
Cc1ccc(NC(=O)c2cc([N+](=O)[O-])ccc2N2CCOCC2)cc1S(=O)(=O)N1CCOCC1 | / | 1.9 | -1.1 | -3.3 | 3.1 | 3.2 | -12.3
CCC(=O)N1C[C@H](C)[C@@H](OC)CN(C)C(=O)c2cc(NC(=O)Nc3ccc(Cl)cc3)ccc2OC[C@H]1C | -0.1 | ? | -2.9 | 1.5 | 1.2 | 4.2 | 14.7
O=S1(=O)C[C@H](N2CCCC2)[C@@H](COCc2ccccc2)N1 | -0.1 | -0.9 | -4.3 | -0.9 | 15.8 | -2.7 | 9.0

This part in full, previewed entries included:
SMILES | E-sel inducer | DENV2 CPE rescue | PglD DTNB | S100A4 MyoIIA | ERp5 inh | SIRT5 block | C2C12 statin
Cc1ccc(NC(=O)c2cc([N+](=O)[O-])ccc2N2CCOCC2)cc1S(=O)(=O)N1CCOCC1 | / | 1.9 | -1.1 | -3.3 | 3.1 | 3.2 | -12.3
CCC(=O)N1C[C@H](C)[C@@H](OC)CN(C)C(=O)c2cc(NC(=O)Nc3ccc(Cl)cc3)ccc2OC[C@H]1C | -0.1 | ? | -2.9 | 1.5 | 1.2 | 4.2 | 14.7
O=S1(=O)C[C@H](N2CCCC2)[C@@H](COCc2ccccc2)N1 | -0.1 | -0.9 | -4.3 | -0.9 | 15.8 | -2.7 | 9.0
COc1ccc(-c2cnc3c(NC=O)cc(-c4ccc(F)cc4)cn23)cc1OC | 0.4 | -2.6 | 3.0 | -0.4 | 0.7 | / | -19.7
CN1C(=O)c2cc(NC(=O)C3CCOCC3)ccc2OC[C@H]2O[C@@H](CC(=O)NCC3CC3)CC[C@H]21 | 0.2 | -6.5 | 3.6 | 1.6 | -8.1 | -0.2 | -0.6
CCOC(=O)N1CCN(S(=O)(=O)c2ccc(F)c(C(=O)Nc3cccc(C)c3C)c2)CC1 | / | -4.8 | -3.7 | -0.3 | 1.1 | -1.7 | /
CCOc1cc(C(=O)OCC(=O)Nc2ccc(SC(F)F)cc2)cc(OCC)c1OCC | 6.6 | / | -5.6 | / | / | / | -1.9
COc1ccc(CN(C)C[C@@H]2OCCCC[C@@H](C)Oc3ccc(NS(=O)(=O)c4ccc(Cl)cc4)cc3C(=O)N([C@@H](C)CO)C[C@H]2C)cc1 | / | 34.1* | -3.3 | 17.9 | 1.5 | 6.5 | /
O=C(NCC1CC1)[C@H]1[C@H](CO)[C@H]2Cn3c(ccc(C4=CCCCC4)c3=O)[C@@H]1N2 | 0.5 | 0.8 | -0.7 | 0.0 | -0.7 | -22.4 | 3.3
CN1CCOc2ccc(S(=O)(=O)NCCc3ccc(Cl)cc3)cc21 | / | 10.2 | 4.5 | 0.2 | -0.5 | 1.8 | 6.1
O=C(COc1ccc(Cl)cc1Br)NCC(c1ccco1)N1CCCC1 (centres undefined) | -0.1 | -3.9 | 2.9 | -7.3 | 4.9 | -3.8 | -4.9
O=C(c1ccccc1)c1ccccn1 | / | -3.8 | / | -1.9 | 5.0 | -5.1 | /
Cc1noc(C)c1NC(=O)Nc1cccc2c1O[C@@H](CN(C)Cc1ccc3c(c1)OCO3)[C@H](C)CN([C@H](C)CO)C2=O | -12.0 | -3.0 | -1.3 | 5.1 | 2.4 | 2.0 | 12.4
CO[C@@H]1CN(C)C(=O)c2cc(NC(=O)NC3CCCCC3)ccc2OC[C@@H](C)N(CCc2ccccc2)C[C@H]1C | 0.0&-0.2 | 2.8&-10.9 | -0.2 | -25.0&1.1 | 2.9&1.1 | 0.5 | -35.8
CC(Sc1ccccc1F)C(=O)Nc1ccc2c(c1)OCCO2 (centres undefined) | 0.7 | -5.5 | 1.4 | -11.3 | -1.4 | -4.5 | -5.1
COc1ccc(S(=O)(=O)Nc2cccc3c2O[C@H](CN(C)S(=O)(=O)c2ccc(F)cc2)[C@H](C)CN([C@H](C)CO)C3=O)cc1 | -0.5&-0.3 | 16.2 | 2.6 | -5.5 | 1.9 | / | 5.8
CS(=O)(=O)N1[C@@H]2Cn3c(ccc(C4=CCCCC4)c3=O)[C@H]1[C@@H](C(=O)N1CCOCC1)[C@@H]2CO | -0.3 | -3.0 | -0.3 | ? | -4.0 | -8.7 | 11.9
Cc1ccccc1NS(=O)(=O)c1cc(S(C)(=O)=O)ccc1C | -0.5 | 0.7 | / | 4.9 | 3.4 | -1.2 | /
Cc1ccc(NC2CCCN(C(=O)CCC3(C)CC3)C2)cc1C (centres undefined) | -1.5 | 3.5 | 1.9 | -2.4 | -5.8 | -4.0 | -20.0
CC(CC(=O)NNC(=O)c1ccncc1)c1ccccc1 (centres undefined) | 0.0 | 5.0 | 4.5 | -0.3 | 0.9 | -2.4 | 1.9
COc1ccc(OC)c(CN2CCCC(CO)C2)c1 (centres undefined) | / | 5.9 | -2.9 | 1.3 | -16.3 | -1.8 | -12.5
O=C(Nn1cnnc1)c1cc(Cl)ccc1Cl | -0.3 | 4.5 | 0.2 | 1.9 | -1.1 | -4.2 | 5.9
CCCn1c(N)c(N(CCOC)C(=O)c2ccc(C#N)cc2)c(=O)[nH]c1=O | / | 6.5 | 4.6 | 3.3 | 4.9 | -4.5 | 1.9
O=C(O)c1cccc(-c2csc(C(O)c3ccc(F)c(F)c3)n2)c1 (centres undefined) | 0.0 | 40.9* | 7.9 | -4.4 | 4.3 | / | 2.1
COc1ccc(CN(C)C[C@H]2OCCCC[C@@H](C)Oc3ccc(NC(=O)NC(C)C)cc3C(=O)N([C@H](C)CO)C[C@H]2C)cc1 | -0.2 | 85.5* | 2.0 | 1.4 | 1.7 | 1.2 | -26.0
COC(=O)c1c(F)c(F)c(NCCO)c(F)c1F | / | / | -2.9 | 22.3 | 3.4 | / | -4.1
O=C(C[C@@H]1C[C@@H]2c3cc(NC(=O)c4cccnc4)ccc3O[C@@H]2[C@@H](CO)O1)NCCc1ccccc1 | 0.4 | 6.3 | 4.0 | 5.5 | 1.0 | -1.7 | -0.2
C[C@@H]1CN([C@@H](C)CO)S(=O)(=O)c2ccc(-c3ccncc3)cc2O[C@H]1CN(C)S(=O)(=O)c1ccccc1F | 1.3 | -3.4 | -0.5 | 3.0 | 4.2 | 7.9 | -9.1
CC1CCCC(NC(=O)COC(=O)/C=C/c2ccco2)C1C (centres undefined) | / | -1.7 | -0.6 | -0.7 | -0.5 | -5.3 | 3.3
COc1ccc(C(=O)Nc2nc3nccc(-c4ccccc4)n3n2)cc1 | -0.3 | 6.0 | / | 0.4 | -3.0 | -3.6 | /
COc1ccc(NC(=O)N(C)C[C@@H]2OCCCC[C@@H](C)Oc3ccc(NS(=O)(=O)c4ccc(F)cc4)cc3C(=O)N([C@@H](C)CO)C[C@H]2C)cc1 | -0.1 | -0.7 | -0.6 | 6.1 | 4.7 | 2.9 | /
CCCCn1c2nc3ccccc3nc2c2c(=O)n(CC(C)C)cnc21 | / | 0.5 | 6.4 | -5.1 | -0.7 | 0.5 | 4.3
COc1ccc(/C=C2\SC(=S)N(CCC(=O)N3CCCCC3CCO)C2=O)cc1 (centres undefined) | / | 18.1 | -7.4 | 16.2 | 2.4 | -3.4 | 42.8
O=C(/C=C/c1cccs1)c1ccc(NC(=O)c2ccccc2F)cc1 | / | -6.7 | 2.8 | 1.1 | 1.6 | / | -35.4
Cc1[nH]c2c(C)cccc2c(=O)c1CN1CCCCCC1 | 0.3 | 6.3 | / | -10.4 | 0.7 | -0.9 | -2.4
O=C(Nc1ccccc1C(=O)O)c1cc(S(=O)(=O)NCc2ccccc2)ccc1Cl | / | 13.7 | 1.2 | -4.4 | -6.3 | -1.6 | 16.4
COC(=O)c1ccc(OCC(=O)c2ccccc2OC)cc1 | / | / | 2.9 | -2.2 | 2.1 | -5.4 | 4.3
C[C@H]1CCCCO[C@H](CN(C)Cc2ccncc2)[C@@H](C)CN([C@@H](C)CO)C(=O)c2cc(NS(=O)(=O)c3ccc(Cl)cc3)ccc2O1 | -0.3 | -7.3 | -2.4 | -4.4 | -2.3 | 3.4 | -29.3
O=C(N1CCOCC1)[C@@]1(Cc2ccccc2)N=C(c2ccc(OCCCO)cc2)O[C@H]1c1ccccc1 | / | -8.0 | 1.1 | 0.4 | 0.2 | -22.0 | /
CC1=CC(C)(C)N(C(=O)CCl)c2ccccc21 | -0.1 | -1.1 | / | 2.7 | 1.2 | -1.7 | /
CC(C)c1ccc(NC(=O)c2n[nH]c(=O)c3ccccc23)cc1 | / | / | / | 1.2 | 6.5 | -2.9 | -13.3
COc1ccc(NC(=O)Nc2ccc3c(c2)[C@H]2C[C@@H](CC(=O)NCc4ccccc4F)O[C@@H](CO)[C@H]2O3)cc1 | 1.5 | 2.3 | -0.7 | -5.4 | 14.0 | -1.0 | -8.8
O=C(NC[C@H]1N[C@H](CO)[C@@H]1c1ccc(C2=CCCC2)cc1)C1CCC1 | -0.6 | 8.1 | / | -15.0 | -1.0 | 1.2 | /
O=C(C[C@H]1CC[C@@H]2[C@H](COC[C@@H](O)CN2S(=O)(=O)c2ccccc2F)O1)NCc1ccccc1F | -0.1 | 7.3 | 0.5 | 7.8 | -1.0 | / | -35.6
c1cc(-c2sc(-c3ccncc3)c(-c3ccncc3)c2-c2ccncc2)ccn1 | -2.9 | -9.1 | 3.0 | 4.3 | -3.9 | 0.0 | /
CCN(C(=O)COC(=O)C1CC1C)c1c(N)n(Cc2ccccc2)c(=O)[nH]c1=O (centres undefined) | / | -7.8 | -1.1 | -7.6 | 0.0 | -0.7 | -6.1
O=C(c1ccccn1)N1C[C@@H]2[C@H](c3ccccc31)[C@H](CO)N2C(=O)C1CCOCC1 | 0.0 | 12.6 | 0.9 | -24.5 | -0.5 | -8.2 | -2.3
C[C@@]12C(=O)N(Cc3ccco3)CC(=O)N1[C@H]1c3cc(Cl)ccc3OC[C@@H]1[C@@H]2c1ccccc1 | -0.1 | -3.6 | 0.9 | 3.9 | 11.3 | / | 23.4
CN=c1scc(-c2ccccc2F)n1/N=C(\C)c1cccnc1 | / | -0.6 | / | -3.2 | 2.2 | 2.0 | /
CC(/C=C1\SC(=S)N(C(C(=O)O)C(C)C)C1=O)=C\c1ccccc1 (centres undefined) | / | 8.9 | / | -4.6 | 5.0 | 6.5 | /
Cc1ccc(S(=O)(=O)N[C@H]2C=C[C@H](CC(=O)NCc3ccccc3F)O[C@@H]2CO)cc1 | 1.3 | 15.4 | -1.6 | -6.0 | -1.2 | -2.9 | -11.4
CO[C@@H]1CN(C)C(=O)c2ccc(NC(=O)C3CCC3)cc2OC[C@H](C)N(Cc2ccccn2)C[C@H]1C | -0.2 | -0.3 | 0.4 | -2.6 | 4.1 | -4.1 | -0.1
COc1ccc(NCc2cc(=O)oc3cc(NC(C)=O)ccc23)cc1 | 0.1 | -4.1 | 5.5 | 3.7 | -0.4 | -11.3 | 6.5
CCCNC(=O)[C@@H]1[C@@H](CO)[C@@H]2Cn3c(ccc(-c4ccc(F)cc4)c3=O)[C@H]1N2Cc1ccccc1F | 0.3 | -4.6 | 4.2 | -0.9 | 5.6 | -2.1 | 19.5
CCOC(=O)C1=CSC2=NS(=O)(=O)CCN12 | / | -1.6 | -4.8 | 0.2 | -10.5 | -5.2 | -19.8
CC(=O)N(C)C[C@@H]1Oc2ncc(C#Cc3cccnc3)cc2C(=O)N([C@@H](C)CO)C[C@@H]1C | 0.0 | -3.1 | / | -6.9 | 1.3 | -2.9 | /
CNC[C@@H]1Oc2ccc(NC(=O)Cc3ccccc3)cc2C(=O)N([C@H](C)CO)C[C@H]1C | -0.1 | / | 0.5 | -4.6 | 1.3 | 4.0 | -2.9
